HP1b binding inh: HP1-beta chromodomain-methylated histone interaction inhibition; 390,000 tested, 0.56% active; AID 540317; Potency, µM (series often up to 114 µM), for inactives: top-dose activity change, negative = inhibition, hits mostly inhibitors; P83916; AlphaScreen HP1-beta / biotin-H3K9me3 peptide binding; further: potency means the concentration at half of the fitted maximal effect; nearly all actives have a fitted effect of over 70% in size; inactives centre near 23
Target sequence (P83916 whole entry, looked up): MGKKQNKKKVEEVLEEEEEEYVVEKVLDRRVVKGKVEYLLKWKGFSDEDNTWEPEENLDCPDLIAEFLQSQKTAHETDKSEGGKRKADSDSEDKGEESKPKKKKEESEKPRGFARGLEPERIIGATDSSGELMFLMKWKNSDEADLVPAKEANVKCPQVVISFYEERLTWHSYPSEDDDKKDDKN
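HP1-beta protein (50 nM final) preincubated 30 min at room temperature with biotinylated H3(1-18)K9me3 peptide (50 nM) in PBS pH 7.4, 0.01% Tween-20, then compound added for 30 min. AlphaScreen streptavidin donor/nickel chelate acceptor beads (10 ug/mL final), 30 min dark, luminescence read.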
PI4K2A block: inhibitors of human PI4K2A. Q9BTU6. purified PI4K2A, ADP-Glo luminescence, 1 h; stronger effect = lower value. activity change, negative = inhibition, % at 76.9 µM. 420,000 tested, 0.13% active. AID 1346378; in the data active means activity change below about -50%; inconclusive means mostly about -30% to -49%;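 further: -100% = wells without enzyme as full effect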
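Compounds are screened against recombinant PI4K2A using PI as substrate and ATP, the latter dispensed at 300 microM. Reactions run one hour at ambient temperature before ADP-Glo detection; full inhibition defined by wells lacking enzyme.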
ERG Ets-DNA blk: ERG Ets/DNA interaction inhibition; Potency, µM (top dose mostly 76.9 µM), without a hit: at the top dose FP activity, negative = inhibition, most hits filed as inhibitors; 370,000 tested, 0.028% active; fluorescence polarization, His-ERG Ets domain / labelled DNA; P11308; active means well fitted inhibition curve with a large enough effect in the polarisation, with a control signal flat; inconclusive means small, poorly fitted or top-dose-only effect, or effect the other way, or a change in a side signal; inactive means no such curve, though single readings can be large or run the other way; the % refers to the polarisation;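 further: polarization taken with two DNA probes labelled with fluorescein and Texas red; potency means the concentration at half of the fitted maximal effect; % of control where 0% means no effect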
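His-tagged ERG Ets domain (1 uM in the protein solution; 300mM KCl, 50mM Tris-HCl, 1mM EDTA, 1mM DTT, pH 7.5) received compound, then a probe mix of 5 nM fluorescein-DNA and 100nM Texas-615-DNA. Fluorescence polarization was read for both dyes.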
RGS4 inhibitor: human RGS4 inhibition; P49798; Transcreener GDP fluorescence polarization, RGS4-accelerated GTP hydrolysis; Potency, µM (highest dose often 114 µM), for the others: at the top dose activity change, negative = inhibition, actives largely listed as inhibitors; 390,000 tested, 0.039% active; further: potency means the concentration at half of the fitted maximal effect; on the % scale 0 is the no-effect control and ±100 the full control effect; nearly all actives have a fitted effect of over 75% in size; some results filed as inactive show a strong effect at the top dose
Target sequence (P49798 whole entry, looked up): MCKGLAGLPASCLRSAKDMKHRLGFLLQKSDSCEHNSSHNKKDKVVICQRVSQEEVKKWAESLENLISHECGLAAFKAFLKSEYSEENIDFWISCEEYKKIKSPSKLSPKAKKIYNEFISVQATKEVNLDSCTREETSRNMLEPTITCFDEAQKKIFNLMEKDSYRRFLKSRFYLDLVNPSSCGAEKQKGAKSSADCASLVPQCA
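MLSMR compounds (23 nl, pin-transferred) preincubated 10 min at room temperature with a 500nM (2x) first reagent, then RGS4 at 900nM (2x) plus Transcreener GDP mix added; fluorescence polarization (620/688 nm) read before and after 90 min at 30 °C.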
JMJD2A Tudor: blocks the human JMJD2A Tudor domain; AID 504339; Potency, µM (doses to about 114 µM), for inactives: top-dose activity change, negative = inhibition, actives largely listed as inhibitors; 390,000 tested, 4.4% active; O75164; AlphaScreen JMJD2A-Tudor / H3K4me3 peptide binding; further: potency means the concentration at half of the fitted maximal effect; on the % scale 0 is the no-effect control and ±100 the full control effect; nearly all actives have a fitted effect of over 50% in size
BAZ2B block: inhibitors of human BAZ2B bromodomain; Q9UIF8; AlphaScreen BAZ2B-H3K14Ac peptide displacement; Potency, µM (highest dose often 114 µM), for inactives: top-dose activity change, negative = inhibition, actives largely listed as inhibitors; 360,000 tested, 4.4% active; further: potency means the concentration at half of the fitted maximal effect; on the % scale 0 is the no-effect control and ±100 the full control effect; nearly all actives have a fitted effect of over 60% in size
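Multi-concentration screen (max 110 uM) measuring displacement of acetylated histone H3 peptide from BAZ2B by AlphaScreen, using 50 nM protein, 50 nM peptide and 10 ug/mL streptavidin donor plus Ni-chelate acceptor beads.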
G9a inh: blocks human histone lysine methyltransferase G9a | Q96KQ7 | G9a H3K9 monomethylation, AlphaScreen, 2 h | Potency, µM (highest dose often 102 µM), without a hit: at the highest dose activity, negative = inhibition, hits mostly inhibitors | 350,000 tested, 8.8% active | AID 504332; further: potency means the concentration at half of the fitted maximal effect; on the % scale 0 is the no-effect control and ±100 the full control effect; nearly all actives have a fitted effect of over 75% in size
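G9a (20 nM) preincubated 15 min RT with compounds, then 500 nM biotinylated H3K9 peptide and 20 uM SAM added; 2 h RT reaction. Monomethyl-H3K9 product detected by AlphaScreen with anti-H3K9me1 antibody, streptavidin donor and anti-rabbit IgG acceptor beads.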
GLS inhibitor: blocks human kidney-isoform glutaminase activity; O94925; GLS enzymatic activity, qHTS titration; Potency, µM (highest dose often 45.5 µM), for inactives: at the highest dose activity change, negative = inhibition, usual class: inhibitors; 410,000 tested, 0.21% active; AID 624170; further: potency means the concentration at half of the fitted maximal effect; on the % scale 0 is the no-effect control and ±100 the full control effect
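Coupled fluorescence readout: glutamate oxidase/HRP/Amplex Red detect glutamate formed by hKGA from L-glutamine (1 mM solution added). Buffer 45 mM KH2PO4 pH 8.2, 0.02% Tween-20; reads at t0 and 30 min RT.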
12-LOX inh: ALOX12 (human) lipoxygenase inhibition | P18054 | 580,000 tested, 1.1% active | Potency, µM (doses to about 108 µM), for the others: at the top dose activity change, negative = inhibition, most hits filed as inhibitors | purified 12hLO, xylenol orange hydroperoxide absorbance; further: potency means the concentration at half of the fitted maximal effect; on the % scale 0 is the no-effect control and ±100 the full control effect
Target sequence (P18054 whole entry, looked up): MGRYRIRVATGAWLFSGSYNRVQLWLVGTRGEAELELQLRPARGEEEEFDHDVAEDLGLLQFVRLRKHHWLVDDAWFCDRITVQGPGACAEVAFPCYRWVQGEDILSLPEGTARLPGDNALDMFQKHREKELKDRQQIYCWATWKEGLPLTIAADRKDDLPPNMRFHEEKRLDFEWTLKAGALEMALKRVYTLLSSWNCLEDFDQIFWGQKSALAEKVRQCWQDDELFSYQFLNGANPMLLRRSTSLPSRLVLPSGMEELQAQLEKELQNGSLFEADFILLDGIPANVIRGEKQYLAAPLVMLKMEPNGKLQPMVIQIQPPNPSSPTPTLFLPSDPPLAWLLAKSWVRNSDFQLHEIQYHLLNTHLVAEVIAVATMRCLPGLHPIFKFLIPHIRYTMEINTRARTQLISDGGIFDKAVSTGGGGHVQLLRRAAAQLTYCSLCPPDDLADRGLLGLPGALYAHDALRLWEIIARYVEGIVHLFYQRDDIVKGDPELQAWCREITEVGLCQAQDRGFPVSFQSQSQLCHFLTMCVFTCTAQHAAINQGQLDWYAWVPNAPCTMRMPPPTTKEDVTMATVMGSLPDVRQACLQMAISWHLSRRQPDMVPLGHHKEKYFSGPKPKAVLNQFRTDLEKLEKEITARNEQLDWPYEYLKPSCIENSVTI
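Hydroperoxide product was detected by ferrous iron/xylenol orange as the 573 to 405 nm absorbance ratio. Arachidonic acid at 40 uM (final) was turned over for 30 min at room temperature by 150 nM human 12hLO, pH 7.0 Hepes buffer, after 15 min compound preincubation.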
The depositor's hits bear a star; i = inactive; ? = inconclusive; . = not tested or not shown; & = joins results of further samples; [ ] = dose if it differs, or a comment. Unless noted, the call rests on the fitted dose curve; in most records, active means well fitted curve in the direction sought with a large enough effect; inconclusive means small, poorly fitted or top-dose-only effect, or another doubt; inactive means no such curve, though single readings can be large; an effect the other way counts as inactive or inconclusive. The list is partial; count on the stated rates, not on these rows.

SMILES | HP1b binding inh | PI4K2A block | ERG Ets-DNA blk | RGS4 inhibitor | JMJD2A Tudor | BAZ2B block | G9a inh | GLS inhibitor | 12-LOX inh
CCn1c(=O)c2sccc2n2c(CCCC(=O)N3CCN(c4cccc(Cl)c4)CC3)nnc12 | 13% | -2 | -14% | 11% | -17% | 2% | 5%[59 µM] | -2% | ?
Cc1ccccc1C(=O)NC(=S)NCc1cccnc1 | 10% | 2 | -10% | 29% | -8% | -18% | ? | -1% | 0%
Cn1c(=O)c2c(SCC(=O)N3CCOCC3)nc(-c3ccccc3Cl)nc2n(C)c1=O | 12% | 0 | 2% | 1% | -14% | -12% | 16% | 3% | 0%
CN(C)CCN(Cc1cc2cc3c(cc2[nH]c1=O)OCCO3)C(=S)NCC1CCCO1 (stereo not drawn) | 19% | -6 | 0% | -4% | -4% | -21% | -42% | -8% | -7%
O=C(Nc1ccc(NC(=S)NC(=O)c2ccco2)cc1)c1ccccc1 | -19% | -3 | 2% | -6% | -28% | -1% | ? | 6% | 8%
O=C(O)C1Cc2[nH]cnc2C(c2ccc(F)cc2)N1 (stereo not drawn) | 39%[activator] | -3 | 11% | -26% | -6% | 19% | 29% | -16% | -1%
COCCN(C(=O)COC(=O)c1ccccc1Oc1ccccc1)c1c(N)n(Cc2ccccc2)c(=O)[nH]c1=O | 31% | 3 | -1% | 21% | -15% | -27% | 13% | 0% | 499%[activator]
CCCN1C(=O)c2ccc(C(=O)Nc3ccccc3C(=O)O)cc2C1=O | 47%[activator] | -10 | 11% | 2%[56.9 µM] | -25% | -13% | 8% | 15% | ?
CCCNC(=O)Cn1cnc2sc(C(=O)N3CCCC(C(=O)OCC)C3)c(C)c2c1=O (stereo not drawn) | 31% | 5 | -3% | 10% | -3% | ? | ? | -1% | .
c1ccc(-c2cc(-c3ccccc3)n3ncnc3n2)cc1 | 37% | -3 | 11% | -17% | -1% | 0% | ? | -3% | -3%
O=C1c2cccc3cc(Br)cc(c23)C(=O)N1Nc1ccccc1 | 21% | -1 | -9% | 6% | -19% | -18% | -20%[59 µM] | 11% | -12%
Cc1ccc(S(=O)(=O)Oc2ccc(/C=C(/NC(=O)c3ccccc3)C(=O)NCCC(=O)O)cc2)cc1 | 45%[activator] | 5 | -1% | -20% | 10% | -10% | 3% | 31%[activator] | -17%
C=CCSc1nc(C)cc(C(=O)OCC)c1C#N | 97%[activator] | -1 | 8% | 20% | 58%[activator] | 48%[activator] | . | 5% | 163%[activator]
COc1ccc(N(C(=O)c2ccc(C)cc2)S(=O)(=O)c2ccc(Cl)cc2)cc1 | 41%[activator] | -3 | 1% | -28% | -6% | 0% | 18%[59 µM] | 0% | -15%
COC(=O)C=C1CCC2C3CCC4=CC(=O)CCC4(C)C3C(=O)CC12C (stereo not drawn) | 4%[57 µM] | 1 | 1% | -16% | -17% | . | . | -3% | -8%
CCC(=O)Nc1ccc(C(=O)Nc2cccc(OC)c2)cc1 | 17% | -7 | -2% | -8% | -8% | 44%[activator] | 23%[12.7 µM] | 11% | 6%
Cc1c(NS(=O)(=O)CC23CCC(CC2=O)C3(C)C)c(=O)n(-c2ccccc2)n1C (stereo not drawn) | 32% | 3 | 12% | -17% | -4% | 10% | 17% | 27% | 0%
O=C(COC(=O)c1ccc2ccccc2c1O)Nc1ccccc1 | 19% | -3 | -11% | 17% | -7% | 7% | ? | 3% | -2%
Cc1ccc(S(=O)(=O)N2CCC(C(=O)OCC(=O)NC(C)c3ccc(F)cc3)CC2)cc1C (stereo not drawn) | 50%[activator] | 2 | -26% | -9% | -6% | -6% | -9%[12.7 µM] | 1% | i
O=C1N(Cc2cccc(Cl)c2)C[C@@H]2C[C@@H](c3ccco3)N3CCC[C@@]123 | 24% | -2 | 5% | 0% | -16% | -18% | ? | -4% | -8%

Quoted from the listing.
12-LOX inh, COC(=O)C=C1CCC2C3CCC4=CC(=O)CCC4(C)C3C(=O)CC12C (stereo not drawn) → -8%
PI4K2A block, COc1ccc(N(C(=O)c2ccc(C)cc2)S(=O)(=O)c2ccc(Cl)cc2)cc1 → -3
RGS4 inhibitor, O=C1N(Cc2cccc(Cl)c2)C[C@@H]2C[C@@H](c3ccco3)N3CCC[C@@]123 → 0%
JMJD2A Tudor, O=C(Nc1ccc(NC(=S)NC(=O)c2ccco2)cc1)c1ccccc1 → -28%

Shown with values ahead of the structure: entries from further up
| HP1b binding inh | PI4K2A block | ERG Ets-DNA blk | RGS4 inhibitor | JMJD2A Tudor | BAZ2B block | G9a inh | GLS inhibitor | 12-LOX inh | molecule |
| --- | --- | --- | --- | --- | --- | --- | --- | --- | --- |
| 31% | 5 | -3% | 10% | -3% | ? | ? | -1% | . | CCCNC(=O)Cn1cnc2sc(C(=O)N3CCCC(C(=O)OCC)C3)c(C)c2c1=O (stereo not drawn) |
| 37% | -3 | 11% | -17% | -1% | 0% | ? | -3% | -3% | c1ccc(-c2cc(-c3ccccc3)n3ncnc3n2)cc1 |

Later entries
SMILES | HP1b binding inh | PI4K2A block | ERG Ets-DNA blk | RGS4 inhibitor | JMJD2A Tudor | BAZ2B block | G9a inh | GLS inhibitor | 12-LOX inh
COc1ccc(-c2nc(CS(=O)CC(=O)NC3CCCC3)c(C)o2)cc1OC (stereo not drawn) | 11%[57 µM] | 7 | 5% | -7% | -14% | 0% | ? | -2% | 0%
CCCCC(=O)Nc1cc(NC(=O)CC)ccc1Cl | 47%[activator] | -7 | -8% | -11% | 13% | 8% | 12% | 13% | 0%
O=C(N/N=C/c1ccccc1C(=O)O)c1ccncc1 | 39%[activator] | 1 | -10% | 19% | -9% | -26% | 0% | 0% | ?
Cc1ccccc1-n1c(SCC(=O)Nc2ccccc2)nc2nc3c(cc2c1=O)CCCC3 | 17% | 3 | . | 5% | -17% | -1% | 2%[59 µM] | 2% | 14%
O=C(Nc1ccncc1)C1CC(=O)N(Cc2ccccc2)C1 (stereo not drawn) | 39%[activator] | 9 | 9% | 4% | -12% | . | . | -32% | 0%
Cc1cc(C)nc(NC(=O)c2c(-c3ccccc3Cl)noc2C)c1 | 4% | 2 | . | 1% | -16% | -5% | 16% | 1% | -1%
CC(=O)NCc1cn2c(C)csc2n1 | 10% | 0 | 2% | 13% | -9% | -5% | -1%[59 µM] | -2% | 13%
COc1cccc(CNS(=O)(=O)c2ccc3c(c2)N(C(C)=O)CCO3)c1 | 7% | -3 | 8% | -10% | -22% | -35% | ? | 3% | 11%&57%
Cc1ccc(NC(=O)c2ccc(S(=O)(=O)NCc3ccco3)cc2)cc1 | 22% | -2 | 5% | 12% | -4% | 11% | 15%[59 µM] | 9% | 0%
Cc1cc(C)c(O)c(-c2cc(C(=O)Nc3c(C)n(C)n(-c4ccccc4)c3=O)[nH]n2)c1 | 75%[activator] | 1 | -3% | -11%[56.9 µM] | -24% | -14% | . | 6% | 4%
Clc1nc(Nc2ccccc2)nc(Nc2ccccc2)n1 | 6% | 4 | 2% | 17% | 12% | 1% | 0%[59 µM] | -11% | 20%
Cc1ccccc1OCC(=O)NCCS(=O)(=O)N1CCN(c2ccc(F)cc2)CC1 | -18% | -2 | -6% | -10% | -26% | -24% | -4%[0.501 µM] | 14% | ?
Cc1ccccc1NC(=O)Cn1nc(-c2ccc(F)cc2)c2cnc3ccccc3c21 | 25% | -4 | 10% | -12% | -19% | -11% | 0%[59 µM] | -4% | ?
CC(=O)N1c2ccc(S(=O)(=O)NCCC(=O)NCCc3ccc(C)cc3)cc2CC1C (stereo not drawn) | 12% | -2 | -2% | -10%[56.9 µM] | ? | -16% | 2%[59 µM] | 20% | 5%
Cc1ccc(NC(=O)c2ccc3c(=O)n4c(nc3c2)CCCCC4)cc1F | 25% | -2 | -5% | -16% | -5% | 4% | 0% | -4% | -7%
COCCn1c(C)c(C)c(S(=O)(=O)c2ccccc2)c1N | 50%[activator] | -13 | 35µM* | 11% | -15% | ? | 35µM* | 11% | ?
COc1ccccc1NC(=O)Cc1csc(N)n1 | 23% | -1 | 9% | -23% | -8% | . | -6%[59 µM] | 1% | 5%[57.4 µM]
Cc1cc(NC(=O)c2cc(-c3ccc(C)s3)nc3ccccc23)no1 | 51%[activator] | -8 | -15% | 7% | -2% | -1% | ? | 1% | ?
Cc1oc(C(=O)O)cc1COc1ccc2c3c(c(=O)oc2c1C)CCC3 | 17% | -3 | 3% | 30% | 2% | 13µM* | 50µM* | . | -15%
CCc1ccc(S(=O)(=O)Nc2ccccn2)cc1 | 47%[activator] | -6 | -4% | 9% | -6% | 10% | . | 16% | 2%
Clc1ccc2nc(C3CCN(Cc4nnnn4C4CCCCC4)CC3)[nH]c2c1 | 14% | 12 | 1% | 54% | -14% | 15% | ? | 5% | -9%
COc1ccc(C2CC(=O)Oc3cc(O)ccc32)cc1 (stereo not drawn) | 4% | 0 | -8% | -21% | -23% | . | 16% | 20% | ?
Cc1cc(NC(=O)CSc2nc(=O)cc(N)n2-c2ccc(Cl)cc2)no1 | 48%[activator] | -1 | 4% | -13% | -7% | -13% | 4% | -17% | -12%

Bioassay records deposited in PubChem BioAssay by National Center for Advancing Translational Sciences (NCATS).
